Compound activity: PubChem BioAssay, National Center for Advancing Translational Sciences (NCATS)
TRHR ag = TRH receptor (human) agonism; activation, % at 2 µM; 360,000 tested, 0.18% active; P34981; TRHR cells, calcium flux fluo-8, FDSS agonist mode; further: 0% is about no effect
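Steps: seed TRHR cells overnight; add fluo-8 no-wash Ca dye, RT 30 min–1.5 h; record 10 s baseline; pin-transfer compounds; monitor fluorescence 1 cycle/s for the agonist window. Calcium increases flag candidate agonists.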
TRHR PAM = allosteric enhancers of human TRH receptor. AID 493056. P34981. 360,000 tested, 0.66% active. enhancement, % at 2 µM. TRHR cells, fluo-8 calcium fluorescence, EC20 TRH enhancement; in the data active means enhancement above about 30%; further: 0% is about no effect
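Enhancer read-out: after compound pinning and an initial kinetic agonist-mode read, an EC20 of TRH (10 nM final) was injected and fluo-8 calcium signal (Ex 480/Em 530) followed at 1 s/cycle for 100 cycles in TRHR-expressing cells.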
D1 antag = antagonists of human D1 dopamine receptor; activity change, negative = inhibition, % at 10 µM; P21728; 360,000 tested, 3.2% active; HEK293 TREx D1 cells, calcium flux, dopamine EC80; active compounds read low; in the data active means activity change below about -30%; further: on the % scale 0 is the no-effect control and ±100 the full control effect
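Cells carrying a force-coupled, tetracycline-inducible human D1 receptor report calcium flux. Each well gets a 10 s baseline, compound with 180 s monitoring, then an EC80 dopamine stimulus with a second 180 s kinetic read.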
D1 potentiator = human D1 dopamine receptor positive modulation. P21728. HEK293 TREx D1 cells, calcium flux, dopamine EC20 potentiation. potentiation, % at 10 µM. 360,000 tested, 0.036% active. AID 504651; in the data active means potentiation above about 30%; further: 0% is about no effect
D1 agonist = human D1 receptor agonism. 360,000 tested, 1% active. P21728. HEK293 T-REx D1 cells, calcium flux, agonist mode. activation, % at 2 µM; further: 0% is about no effect
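Tetracycline-induced HEK293 TREx D1 cells, force-coupled to calcium signalling, were dye-loaded with a no-wash calcium kit. Compound was pin-added after a 10 s baseline. Fluorescence was read kinetically at 1 cycle/s for 180 s, with calcium rises flagged as agonism.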
D2 antagonist = antagonizes the human D2 dopamine receptor. HEK293 TREx D2 cells, calcium flux, dopamine EC80. P14416. AID 485344. 340,000 tested, 2% active. inhibition, % at 10 µM; in the data active means inhibition above about 30%; further: 0% is about no effect
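In this primary screen, negative modulation is detected by tracking calcium flux after an EC80 dopamine challenge in inducible HEK293 T-REx D2 cells preexposed to test compound for 180 s.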
D2 potentiator = D2 dopamine receptor (human) potentiation | P14416 | HEK293 T-REx D2, calcium flux, EC20 dopamine potentiation | potentiation, % at 10 µM | 340,000 tested, 0.34% active | AID 485347;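 active means potentiation over 3 SD above the plate norm, cut at about 30% in these data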; further: 0% is about no effect
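Calcium flux readout, no-wash dye, 1 read/s. Inducible HEK293 Trex D2 line, overnight 30 C. Compound alone 180 s (agonist flags), then EC20 dopamine, another 180 s to score potentiation.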
D2 agonist = agonists of human D2 dopamine receptor; activation, % at 2 µM; 340,000 tested, 0.53% active; P14416; HEK293 T-REx D2 cells, calcium flux agonist mode;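 active means activation over 3 SD above normal in the single-dose calcium agonist read, cut at about 30% in these data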; further: 0% is about no effect
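Tetracycline-induced HEK293 T-REx cells with force-coupled D2 receptor, plated overnight at 30 C, loaded with no-wash calcium dye. After a 10 s baseline, compound was pin-added and calcium flux read kinetically for 180 s; calcium rises flagged agonists.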
RXFP1 antagonist = antagonists of human relaxin receptor RXFP1 | HEK293-RXFP1, relaxin-stimulated cAMP HTRF, 30 min; active compounds read low | activity change, negative = inhibition, % at 57.5 µM | 350,000 tested, 0.59% active | AID 1259400;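 active means activity change of -60% or lower, but not beyond a set lower limit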; further: on the % scale 0 is the no-effect control and ±100 the full control effect
Target sequence (Q9HBX9 whole entry, looked up): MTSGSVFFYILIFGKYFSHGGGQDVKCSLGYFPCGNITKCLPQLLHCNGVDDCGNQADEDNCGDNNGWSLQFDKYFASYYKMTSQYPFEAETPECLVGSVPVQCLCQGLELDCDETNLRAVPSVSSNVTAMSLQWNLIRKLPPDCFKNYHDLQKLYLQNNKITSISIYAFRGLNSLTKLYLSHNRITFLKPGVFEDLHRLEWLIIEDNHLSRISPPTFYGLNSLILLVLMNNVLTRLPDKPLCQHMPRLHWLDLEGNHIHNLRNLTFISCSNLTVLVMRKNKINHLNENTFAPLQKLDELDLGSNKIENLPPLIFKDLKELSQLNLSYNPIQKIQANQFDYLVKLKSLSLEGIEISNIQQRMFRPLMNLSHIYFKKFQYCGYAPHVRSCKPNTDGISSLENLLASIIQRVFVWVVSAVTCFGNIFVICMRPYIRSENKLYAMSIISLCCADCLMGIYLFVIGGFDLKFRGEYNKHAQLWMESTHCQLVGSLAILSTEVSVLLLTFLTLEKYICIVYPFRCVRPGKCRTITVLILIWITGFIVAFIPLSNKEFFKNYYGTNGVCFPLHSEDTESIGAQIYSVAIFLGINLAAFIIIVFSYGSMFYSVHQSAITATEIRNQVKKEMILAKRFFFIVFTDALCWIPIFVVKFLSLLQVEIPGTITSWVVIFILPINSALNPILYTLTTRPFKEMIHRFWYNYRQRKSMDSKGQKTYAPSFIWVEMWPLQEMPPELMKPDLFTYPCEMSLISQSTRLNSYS
* marks the source's active call; other numbers are inactive results; . = no result given. Unless noted, no stated cut-off is given here; in the data, active means activation above about 30%; inactive means the rest.

SMILES | TRHR ag | TRHR PAM | D1 antag | D1 potentiator | D1 agonist | D2 antagonist | D2 potentiator | D2 agonist | RXFP1 antagonist
COc1ccccc1-n1c(SCC(=O)Nc2cccc(C)c2)nc2c(c1=O)SCC2 | 0.6 | -7 | 12 | -1 | 2 | -4 | 5 | 0.2 | .
Cc1cc(NCCCN(C)C)n2nc(-c3cccs3)cc2n1 | -1.2 | 11 | -15 | -2 | 0 | -11 | -11 | 0.2 | -20
CCC(C)Sc1ccc([C@H]2N[C@@](Cc3ccccc3)(C(=O)OC)[C@H]3C(=O)N(CC)C(=O)[C@@H]23)cc1 (some centres not stated) | 1.0 | -4 | 1 | 3 | 6 | 19 | 7 | 1.1 | .
Cc1cc(-c2n[nH]c(=S)n2Cc2ccco2)nn1C | -0.4 | -6 | 3 | -2 | 0 | 3 | -2 | 0.0 | -15
CCCN1CCN(C(=O)c2cn(CC(C)C)c(=O)c3cc(OC)c(OC)cc23)CC1 | 0.0 | -2 | -6 | 1 | 0 | -6 | 0 | -0.7 | -6
CCN1CCC(N(Cc2ccc3c(c2)OCO3)C(=O)Nc2ccccc2OC)CC1 | 0.5 | 3 | 0 | 1 | 2 | . | -11 | -0.2 | -11
O=C(OCC(=O)N1CCN(C(=O)c2ccco2)CC1)c1cc(S(=O)(=O)Nc2ccc(Cl)cc2)ccc1O | -0.1 | 8 | -17 | -5 | 4 | -14 | 10 | 0.3 | -8
CCOc1ccc(NC(=O)c2c(NC(=O)Cc3ccccc3)sc3c2CCCC3)cc1 | 1.5 | -5 | 2 | -1 | 0 | . | -7 | -0.2 | .
COc1ccc(C2=NC(C)(C)Cc3cc(OC)c(OC)cc32)cc1OC | -0.1 | 2 | -9 | -8 | 2 | -1 | 15 | -0.6 | -1
O=C(Cn1c(=O)oc2ccccc21)Nc1ccccc1N1CCOCC1 | 1.0 | -4 | -4 | -4 | 1 | 0 | 3 | 0.0 | 1
CC(=O)c1cnc(Nc2ccc(C)cc2)s1 | -0.5 | 6 | -1 | . | 4 | -4 | 6 | -0.7 | 14
CC(C)[C@H](NC(=O)[C@@H]1Cc2ccccc2CN1)C(=O)Nc1ccc2c(c1)OCO2 | -0.1 | -1 | -1 | -1 | 0 | 16 | -2 | 0.7 | -2
Fc1ccc(N/N=C/c2ccc(N3CCOCC3)cc2)c(F)c1 | 0.8 | -4 | -12 | -5 | 5 | 7 | -1 | -0.2 | -12
Cc1nnc(SC(C)C(=O)Nc2ccc(N3CCOCC3)cc2)n1Cc1ccccc1 (configuration not stated) | -0.1 | -3 | 3 | -3 | 3 | 10 | 1 | -1.2 | -7
O=C(CSc1nnc(-c2ccco2)n1-c1ccccc1)N1CCN(C(=O)c2ccco2)CC1 | -0.8 | 2 | -4 | -5 | 1 | 65* | . | 2.3 | 7

Marked active in D2 antagonist (from the list above):
| SMILES | TRHR PAM | D1 antag | D1 potentiator | D1 agonist | D2 antagonist | D2 potentiator | RXFP1 antagonist |
| --- | --- | --- | --- | --- | --- | --- | --- |
| O=C(CSc1nnc(-c2ccco2)n1-c1ccccc1)N1CCN(C(=O)c2ccco2)CC1 | 2 | -4 | -5 | 1 | 65* | . | 7 |

Of the compounds above, 3 contain a furan ring, fused or not:
SMILES | TRHR ag | TRHR PAM | D1 antag | D1 potentiator | D1 agonist | D2 antagonist | D2 potentiator | D2 agonist | RXFP1 antagonist
Cc1cc(-c2n[nH]c(=S)n2Cc2ccco2)nn1C | -0.4 | -6 | 3 | -2 | 0 | 3 | -2 | 0.0 | -15
O=C(OCC(=O)N1CCN(C(=O)c2ccco2)CC1)c1cc(S(=O)(=O)Nc2ccc(Cl)cc2)ccc1O | -0.1 | 8 | -17 | -5 | 4 | -14 | 10 | 0.3 | -8
O=C(CSc1nnc(-c2ccco2)n1-c1ccccc1)N1CCN(C(=O)c2ccco2)CC1 | -0.8 | 2 | -4 | -5 | 1 | 65* | . | 2.3 | 7

(listing goes on)
SMILES | TRHR ag | TRHR PAM | D1 antag | D1 potentiator | D1 agonist | D2 antagonist | D2 potentiator | D2 agonist | RXFP1 antagonist
COCc1ccc([C@@H]2C[C@H]3CN(Cc4cccc(Cl)c4)C(=O)[C@]34CCCN24)o1 | 0.5 | 2 | -14 | 4 | 0 | 10 | 0 | 1.0 | -3
CC(C)NCc1c(O)c(Br)cc2oc3c(c12)CCCC3 | -0.6 | 0 | 7 | 0 | 1 | -5 | 13 | 0.3 | -2
COCCCn1c(SCC(=O)Nc2nc3ccccc3s2)nnc1-c1ccoc1C | -0.1 | 0 | -29 | -3 | -1 | -9 | -1 | 0.4 | 1
O=C(COc1ccccc1F)Nc1nnc(C2CCCC2)s1 | 0.3 | -2 | -4 | 3 | 8 | -3 | -3 | -0.2 | 2
COc1ccc2c(c1)CCc1c(C(=O)NCC(C)C)noc1-2 | -0.1 | 0 | -3 | 0 | 6 | 17 | 6 | -0.4 | -16
O=C(COc1ccccc1[N+](=O)[O-])N1CCCc2ccccc21 | -0.4 | 4 | 9 | -3 | 0 | -15 | 3 | 1.3 | -8
COc1ccc(C(=O)c2c[nH]c(C(=O)NCCCN3CCOCC3)c2)cc1 | -1.4 | 6 | 0 | -7 | 4 | -9 | -12 | -0.5 | -9
NCCC1CCCC(CCN)N1 (configuration not stated) | 1.0 | 7 | 11 | -6 | -1 | -28 | -3 | 0.1 | .
Cc1ccc(S(=O)(=O)N2CCN(CC(=O)N/N=C/c3cc([N+](=O)[O-])ccc3Cl)CC2)cc1 | -0.6 | -8 | 5 | -7 | 2 | 18 | -19 | 0.1 | -9
COc1ccccc1NC(=O)Cn1c(CN2CCCCC2)nc2ccccc2c1=O | 0.1 | 0 | -2 | 0 | 0 | 1 | 2 | -1.1 | -8
Cc1cc(N2CCCC2)nc(N2C3CCC2CC(O)(c2ccc(F)cc2)C3)n1 (configuration not stated) | -0.8 | -1 | -26 | -6 | 0 | 42* | -22 | 0.3 | .
COC(=O)c1cccc(NC(=O)c2ccc3c(c2)C(=O)N(Cc2cccnc2)C3=O)c1C | 0.6 | -1 | -3 | -9 | -1 | -12 | 1 | 1.2 | -7
O=C(CSc1nccn1-c1ccc(F)cc1)Nc1ccc2c(c1)OCO2 | -0.7 | 6 | -3 | -9 | 8 | -29 | 39* | 1.0 | 4
CN1CCN(C(=O)c2cc3nc(-c4ccc(Cl)cc4)cc(C(F)(F)F)n3n2)CC1 | -0.5 | -2 | 2 | -10 | 1 | 13 | -4 | 0.0 | -2
CCOc1ccc(N(C)C(=O)CCc2nnc3ccc(N4CCCC4)nn23)cc1 | 0.3 | -3 | 0 | -1 | 2 | 0 | 3 | -0.3 | -3
O=C(NN1CCOCC1)c1ccc(Cl)cc1 | -0.9 | -4 | 7 | -3 | -1 | -9 | 7 | -0.9 | -3
O=C(CNC(=S)NC(=O)c1ccc(Cl)cc1)c1ccccc1 | 0.3 | -1 | -7 | -5 | 3 | 17 | -1 | -0.3 | 1
Fc1ccc(-c2nnn(Cc3nc4ccccc4s3)n2)cc1 | 0.2 | 0 | 3 | 1 | 4 | -15 | -1 | -0.5 | 1
CCCCN(CC)CCCNC(=O)Cn1nc(Cc2cccnc2)c2ccccc2c1=O | 0.4 | 2 | 6 | 0 | 1 | 12 | 3 | 0.6 | -1
CCc1ccc(N2C(=O)CN(Cc3ccccc3)C2=S)cc1 | 8.7 | -1 | -5 | -11 | 4 | 2 | -3 | 0.7 | -12
O=C(NN1C(=O)C2C3c4ccccc4C(c4ccccc43)C2C1=O)c1ccc(Cl)cc1 (configuration not stated) | 0.6 | 0 | 24 | 10 | 3 | -13 | -1 | -3.4 | 5
O=C(CSc1nnc(-c2ccncc2)n1C1CCCCC1)Nc1ccccc1 | 0.3 | -3 | 16 | -4 | 2 | -8 | -7 | -0.4 | -3
CC(C)(C)c1ccc(OC(=O)c2ccccc2)cc1 | 0.8 | 11 | 22 | -2 | 6 | 13 | 14 | 0.5 | -23
C/C(Cc1ccccc1)=N\NC(=O)CNC(=O)c1ccc2c(c1)OCCO2 | 0.2 | 2 | 1 | -8 | 1 | 3 | 1 | -0.7 | -5
Cc1nc(N)c(C#N)c(-c2cccnc2)c1C | 0.1 | 4 | 29 | 6 | 0 | 4 | 23 | 0.3 | -2
Cc1oc(-c2ccccc2Cl)nc1CSCC(=O)NC1CC1 | -0.5 | 0 | -2 | 0 | 2 | -8 | 0 | -0.3 | 4
CCCCc1cc(=O)oc2cc(C)cc(OCC(=O)NCc3cccnc3)c12 | 0.8 | 0 | 2 | -4 | 0 | 18 | 10 | -1.3 | 18
COc1cc(NC(=O)CN2C(=O)C(c3ccccc3)=NC23CCCCCC3)cc(OC)c1 | -0.4 | 10 | 12 | 0 | 4 | 4 | 12 | -1.1 | -15
Cn1c(CNC(=O)CSc2nc(-c3ccccc3F)nc3cc(=O)[nH]n23)nc2ccccc21 | -0.2 | -3 | -58* | -4 | 0 | . | -9 | -0.1 | -3
CCOc1cc(/C=N/N2CCOCC2)ccc1OCc1ccc(C(=O)OC)o1 | -0.6 | -1 | -13 | 0 | 5 | -6 | 0 | -0.1 | 1
CCOC(=O)C1CCCN(Cc2ccc(OC)cc2OC)C1 (configuration not stated) | 0.1 | -5 | 2 | -5 | 1 | -12 | 7 | 0.0 | -7
CCn1c(COc2ccccc2)nnc1SCC(=O)C(C)(C)C | -0.8 | 4 | 13 | 5 | 8 | -15 | 1 | 0.3 | -3
Cc1ccc(NC(=O)CNCc2cccs2)c(Br)c1 | -0.2 | 0 | -3 | -1 | 6 | 32* | 8 | 0.4 | 0
COC(=O)c1sc2nc(-c3ccccc3)c3c(c2c1N)CCCC3 | 0.4 | 14 | 1 | 2 | 1 | -4 | -1 | -0.6 | 5
Cn1cc(Br)c(C(=O)NC2C3CC4CC(C3)CC2C4)n1 (configuration not stated) | -1.2 | 8 | -4 | -6 | 28 | -6 | 5 | -0.4 | -11
CC(=O)c1cnc(Nc2cccc(C)c2)s1 | -0.1 | -3 | 1 | -1 | -2 | -13 | 1 | -0.3 | -8
Cc1n[nH]c(C)c1S(=O)(=O)N1CCCC(C(=O)Nc2nccs2)C1 (configuration not stated) | 0.4 | 4 | 10 | 6 | 2 | 7 | -21 | 0.3 | -7
CCOC(=O)c1sc2nc(C)c([N+](=O)[O-])c(COC)c2c1N | -0.2 | 3 | -7 | -2 | 1 | 4 | 5 | 0.5 | .
COc1ccc(NC(=O)CN(C)C(=O)c2cccnc2Sc2ccc(C)c(C)c2)cc1 | 0.1 | -6 | 8 | 2 | 0 | -10 | -4 | -0.3 | -8
CCc1ccc(N2CC(c3nc4ccccc4n3Cc3ccccc3C)CC2=O)cc1 (configuration not stated) | 0.2 | -3 | 11 | 3 | 0 | . | -12 | . | .
CCCCC(=O)Nc1cccc(NC(=O)CC)c1 | -0.6 | -3 | 12 | -1 | 2 | 5 | -11 | -3.6 | -7
CCOc1cc(/C=C/C(=O)Nc2ccc(C(=O)NCCN(CC)CC)cc2)ccc1OCC(C)C | 0.4 | 42* | -41* | -11 | 5 | -16 | 2 | -5.9 | -10
Cc1cc(C)nc(NS(=O)(=O)c2ccc(NC(=O)c3cc(-c4ccccc4)nc4ccccc34)cc2)n1 | 0.5 | 3 | -4 | 7 | 5 | -19 | 12 | 0.4 | -24
